# Screening results (PubChem)
# PP1 counter: PP1-alpha (human) inhibition in PP5 counter-screen; purified PP1alpha, OMFP fluorescence; inhibition, % at 6.7 µM; AID 2235; P62136; actives 0.9% (n = 320,000);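 active = inhibition above the mean inhibition of all tested compounds plus 3 SD, computed separately for each screening campaign, cut at about 15% in these data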
# TPT1 inhibitor: blocks Candida albicans tRNA 2'-phosphotransferase | inhibition, % at 5 µM | actives 0.81% (n = 300,000) | recombinant caTPT1, FP RNA substrate dephosphorylation | AID 1962;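 active = inhibition above the mean of all tested compounds plus 3 SD, set per screening campaign, cut at about 24% in these data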;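 note: plate controls were DMSO alone for no effect and ferristatin control at 100 nM for full effect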
# core dimer inh: HCV core protein dimerization inhibition; TR-FRET GST/Flag-core106 dimerization, 1536-well; inhibition, % at 5 µM; actives 0.33% (n = 300,000); AID 1899;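 active = inhibition above the mean of all tested compounds plus 3 SD, set per screening campaign, cut at about 45% in these data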
#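 assay system = GST-tagged and Flag-tagged HCV core protein residues 1-106 | controls = unlabelled core106 and no-GST-core106 wells | incubation = compound-protein-antibody incubation 4 h at 22.5 °C | probe or stimulus = Eu donor and XL665 acceptor anti-tag antibodies | read-out = % inhibition based on acceptor/donor emission ratio | signal = TR-FRET 671 and 617 nm emission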
# Efflux pump mplx: antifungal efflux pump inhibition, Nile Red retention. S. cerevisiae Candida pump triplex. inhibition, % at 10 µM. actives 0.44% (n = 330,000). AID 485275;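 active = plate passing quality check with inhibition over a set limit, or well fluorescence over plate mean plus 4 SD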;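 note: Nile Red retained in pooled yeast measured as flow cytometry median fluorescence; 0% = buffer negative control and 100% = Enniatin B positive control; higher means more Nile Red kept so more efflux inhibition; some compounds called inactive have numbers as strong as hits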
# GASC-1 inh: inhibitors of human GASC-1 (JMJD2C) demethylase | Q9H3R0 | GST-JMJD2C(1-420) H3K9me3 demethylation, DELFIA europium | actives 0.069% (n = 330,000) | AID 2099 | inhibition, % at 2.35 µM;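 active = more than half of a compound's replicate wells show inhibition beyond 50%, single wells judged on their own value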;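 note: signal counts dimethyl H3K9 product captured on neutravidin plate; 0% = median of DMSO wells and 100% = 0.3 times that DMSO median; strong numbers were not always called active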
# Target sequence (Q9H3R0 1-420 limits assumed): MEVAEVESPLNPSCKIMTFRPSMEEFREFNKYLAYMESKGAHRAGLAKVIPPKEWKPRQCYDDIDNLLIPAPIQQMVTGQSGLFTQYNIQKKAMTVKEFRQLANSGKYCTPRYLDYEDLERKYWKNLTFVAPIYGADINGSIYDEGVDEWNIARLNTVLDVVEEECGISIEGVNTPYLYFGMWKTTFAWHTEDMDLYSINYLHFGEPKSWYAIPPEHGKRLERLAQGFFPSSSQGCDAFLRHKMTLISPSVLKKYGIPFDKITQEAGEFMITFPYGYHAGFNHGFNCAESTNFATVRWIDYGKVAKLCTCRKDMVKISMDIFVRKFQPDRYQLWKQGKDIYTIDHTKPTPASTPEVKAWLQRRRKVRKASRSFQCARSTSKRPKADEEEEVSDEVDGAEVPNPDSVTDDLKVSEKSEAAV
# proCasp3 act: activates human procaspase-3; P42574; recombinant procaspase-3 D3A, Ac-DEVD-pNA absorbance 405 nm; activation, % at 8.5 µM; actives 0.11% (n = 330,000); AID 463141;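 active = activation above the mean of all tested compounds plus 3 SD, cut at about 21% in these data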;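 note: 0% = DMSO alone and 100% = DMSO wells spiked with extra 5 µM PC-3 D3A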
# Target sequence (P42574 whole entry D9A/D28A/D175A): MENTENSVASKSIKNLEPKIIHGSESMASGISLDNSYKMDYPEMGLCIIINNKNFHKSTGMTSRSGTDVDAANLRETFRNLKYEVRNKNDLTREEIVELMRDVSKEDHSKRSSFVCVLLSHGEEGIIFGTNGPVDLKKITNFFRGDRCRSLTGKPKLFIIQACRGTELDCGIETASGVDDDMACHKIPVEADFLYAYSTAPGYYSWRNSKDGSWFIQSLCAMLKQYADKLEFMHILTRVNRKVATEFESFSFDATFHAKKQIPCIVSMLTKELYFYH
#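 Assay system – Procaspase-3 D3A mutant, all three cleavage aspartates alanine · Controls – DMSO-only low control, 5 µM PC-3 D3A high control · Schedule – 1 h compound preincubation, 2 h substrate hydrolysis at 25 °C · Signal – 405 nm absorbance of p-nitroaniline, reads at 0 and 120 min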
# proCasp7 act: counter-screen: procaspase-7 (human) activation. activation, % at 8.5 µM. actives 0.093% (n = 330,000). P55210. recombinant procaspase-7, Ac-DEVD-pNA absorbance 405 nm; D23A/D198A/D206A triple mutant, cannot self-cleave; scale: DMSO 0, 5 µM enzyme 100;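 active = percent activation above the screen-wide mean plus 3 SD, cut at about 25% in these data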
# Target sequence (P55210 whole entry D23A/D198A/D206A): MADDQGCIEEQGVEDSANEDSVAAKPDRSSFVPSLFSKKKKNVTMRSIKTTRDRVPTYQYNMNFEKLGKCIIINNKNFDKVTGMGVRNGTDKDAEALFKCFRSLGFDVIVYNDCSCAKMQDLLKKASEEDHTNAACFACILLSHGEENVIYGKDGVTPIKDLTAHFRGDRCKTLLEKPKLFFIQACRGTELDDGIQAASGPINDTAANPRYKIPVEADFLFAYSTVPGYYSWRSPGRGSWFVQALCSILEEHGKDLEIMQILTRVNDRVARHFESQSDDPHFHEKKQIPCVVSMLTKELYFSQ
#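 Assay system: Uncleavable procaspase-7 mutant enzyme | Input: 2 µM procaspase-7 mutant as dispensed | Timing: 1 h compound preincubation, 2 h substrate cleavage, 25 °C | Repeats: One well per compound | Control set: DMSO wells as 0%, DMSO with 5 µM added PC-7 as 100% | Technique: Epi-absorbance of released pNA at 405 nm, two timepoints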
# PP5 primary: blocks human protein phosphatase 5 activity; P53041; purified PP5c, OMFP substrate fluorescence; inhibition, % at 6.7 µM; actives 0.18% (n = 320,000);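 active = inhibition above the campaign's mean inhibition across all tested compounds plus 3 SD, cut at about 9.5% in these data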;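 note: 0% = DMSO only and 100% = 100 µM cantharidin control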
# Fh CTSL1 inh: blocks F. hepatica cathepsin L1 in PFM18AAP counter-screen | recombinant F. hepatica cathepsin L1, Z-Leu-Arg-MCA fluorescence | inhibition, % at 5.96 µM | actives 0.49% (n = 300,000);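 active = inhibition above the mean of all tested compounds plus 3 SD, set per screening campaign, cut at about 17% in these data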;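 note: 0% = plate median of test compound wells and 100% = 1 µM Z-Phe-Ala-diazomethylketone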
# Active calls of the source: *; / = not tested or not shown.
No.	SMILES	PP1 counter	TPT1 inhibitor	core dimer inh	Efflux pump mplx	GASC-1 inh	proCasp3 act	proCasp7 act	PP5 primary	Fh CTSL1 inh
1	O=C(COC(=O)CNC(=O)c1ccccc1Cl)Nc1cc(C(F)(F)F)ccc1Cl	-4	/	/	0.0	-4	7	3	0.9	/
2	Cc1ccc(NC(=S)NC(C)CCc2ccccc2)cc1C (stereo unspecified)	6	-1	3	0.1	-5	8	-2	1.9	1
3	CNC(=O)c1c(Cl)cnn1-c1ccccc1	0	-3	3	0.2	2	3	4	1.6	1
4	CCC(CC)=N/N=C/c1c(O)n(CC)c2cc(C3=NNC(=O)CC3)ccc12	-2	64*	-6	0.1	2	-8	3	4.9	0
5	c1ccc(Cn2nnc3c(NCc4ccc5c(c4)OCO5)ncnc32)cc1	9	-2	3	0.0	0	-3	2	0.7	-4
6	COc1ccc(NC(C)=O)cc1CNC(=O)COc1ccccc1C(=O)Nc1cccc(C)c1C	-2	-2	4	0.2	21	9	10	0.1	-1
7	Cn1nc(-c2ccc(N3CCOCC3)c(NS(=O)(=O)c3ccc(Cl)cc3)c2)c2ccccc2c1=O	2	-1	10	0.0	7	0	8	4.4	1
8	Cc1ccc(S(=O)(=O)N2CCC(=O)N(CCOC(=O)Nc3ccc(F)cc3)CC2)cc1	3	-2	-16	0.0	-7	-4	3	3.3	-2
9	COc1ccc(CCNC(=O)C2CCC(=O)N2Cc2ccccc2Cl)cc1OC (stereo unspecified)	-2	0	1	0.0	1	-6	-9	-0.3	0
10	O=S(=O)(Nc1ccc(Br)cn1)c1cccs1	-3	9	0	0.0	8	-10	-2	-0.7	3
11	O=C(COC(=O)c1ccc([N+](=O)[O-])s1)Nc1ncc(C(F)(F)F)cc1Cl	3	10	26	0.1	-8	4	-7	0.8	34*
12	COC(=O)C(NNc1ccc(F)cc1)(NC(=O)c1ccccc1)C(F)(F)F (stereo unspecified)	-4	1	3	-0.2	-4	-5	0	0.8	-1
13	N#Cc1c(N)nc2c(c1-c1ccc(F)cc1)CCC2	0	-2	2	-0.1	-48	16	22	-0.1	-1
14	O=C(O)c1cccc(NC(=S)N/N=C/c2cccc(O)c2)c1	-1	0	-1	0.0	4	-4	-12	1.1	0
15	Cc1cccc(NC(=O)Nc2nnc(N3CCCCC3C)s2)c1C (stereo unspecified)	0	-3	-1	-0.2	-5	7	-3	-0.6	-2
16	Cn1nnnc1SCC(=O)Nc1ncc(C(F)(F)F)cc1Cl	/	/	/	0.1	3	2	0	/	/
17	CC/C(=C/c1sc2ccc(C)cc2[n+]1CCCS(=O)(=O)[O-])SC	-2	2	-2	-0.3	38	-18	-17	0.2	4
18	Cc1nn(-c2ccccc2)c(Cl)c1/C=N/NC(=O)c1ccccc1F	1	0	-4	-0.1	-3	0	-13	4.5	4
19	O=S(=O)(Nc1ccccc1Cl)c1ccc(NS(=O)(=O)c2cccs2)cc1	-5	-2	6	0.0	-2	10	4	3.2	-1
20	COc1ccc(-c2cc(C)no2)cc1S(=O)(=O)N1CCN(C(=O)c2ccco2)CC1	-2	1	1	0.0	-1	5	0	1.1	-6
21	C[C@@H]1COC(=O)[C@@H](Cc2ccc(F)cc2)C/C=C\C[C@@H](CC(=O)N(CCO)Cc2ccccc2)C(=O)N1	/	/	/	-0.1	4	9	3	/	/
22	O=C(Cc1ccc(F)cc1)Nc1cccc(-c2ccc3nncn3n2)c1	0	-3	3	0.0	19	6	2	-2.1	1
23	c1ccc2c(c1)Cn1nc(Cc3nc4c(s3)CCCC4)nc1-2	0	-6	9	0.0	9	0	-3	2.3	-4
24	COC(=O)c1cccc(NC(=O)c2ccc3c(c2)C(=O)N(Cc2cccnc2)C3=O)c1	-2	-1	-1	-0.4	-1	-9	0	-0.1	2
25	CN1CCc2c(sc(NC(=O)c3cc(Cl)sc3Cl)c2C(N)=O)C1	3	5	-37	0.1	-10	-11	5	2.9	4
26	CCC(C)NC(=O)C1CCN(S(=O)(=O)N2CCOCC2)CC1 (stereo unspecified)	-2	-1	-5	-0.1	0	4	2	-0.1	-4
27	O=C(NCC(c1cccnc1)N1CCN(c2ccc(F)cc2)CC1)c1ccco1 (stereo unspecified)	-2	-3	-3	-0.2	-26	0	2	1.4	1
28	Cc1sc2ncnc(NCCCN3CCCC3=O)c2c1C	0	0	-2	0.0	-10	5	8	1.2	3
29	O=C(CCN1C(=O)C2CCCCC2C1=O)Nc1nc(-c2ccc(F)c(F)c2)cs1 (stereo unspecified)	-5	-3	4	0.0	42	6	2	0.1	-2
30	COc1ccc(-c2cnnn2-c2ccc(NC(=O)c3ccc(S(=O)(=O)N4CCCCC4)cc3)cc2)cc1	11	-1	25	0.1	8	-8	15	5.2	-1
31	CCN(CC)c1ccc(C2=NNC(=O)CC2C)cc1[N+](=O)[O-] (stereo unspecified)	5	5	1	-0.3	-3	-1	-5	3.2	-1
32	COc1ccc(NS(=O)(=O)c2cc(NC(=O)C3CCCO3)ccc2N2CCCC2)cc1 (stereo unspecified)	-4	-2	4	-0.1	-21	-2	2	1.2	-2
33	COCCn1c(SCC(=O)NC2(C#N)CCCCC2)nc2ccccc2c1=O	1	/	/	0.0	-3	-7	-15	1.4	/
34	CCN(CC)CC(=O)N1c2ccccc2Sc2ccccc21	-1	-2	4	0.0	10	2	-10	1.9	-2
35	CCOC(=O)C1CCN(C(=O)CSC2=NCCS2)CC1	-3	2	0	0.2	15	-9	-8	2.2	-4
36	CCOC(=O)c1[nH]c2ccc(Cl)cc2c1-c1ccccc1	3	-2	-1	-0.1	0	-1	-4	3.2	3
37	O=C1CCCC(O)=C1N=Nc1ccc(C(=O)O)cc1	2	-2	-16	0.2	-3	1	0	-2.3	3
38	O=C1c2ccccc2/C(=C\C#Cc2ccccn2)N1c1ccccc1	/	/	/	0.2	22	-13	-20	/	/
39	Cc1ccc(NC(=O)c2cccnc2)cc1S(=O)(=O)N(C)C	-3	-4	-1	-0.1	-6	4	3	-1.5	1
40	Cn1c(=O)cc(SCC(=O)N2CCCC2)c2ccc(Cl)cc21	-3	-2	0	0.2	14	1	4	0.2	-1
41	CN1CCC(N(C)C(=S)NC(=O)c2cc(-c3cccc(Br)c3)nc3ccccc23)CC1	-1	-1	7	-0.1	-1	0	-12	2.8	1
42	CCCNC(=O)CSc1n[nH]c(=O)n1CCc1ccccc1	2	1	-1	-0.1	-10	7	-9	0.8	2
43	CCOC(=O)C1=C(COC(=O)/C=C/c2cc(Br)ccc2F)NC(=O)NC1C (stereo unspecified)	-2	-1	-5	0.0	5	-2	9	-1.5	5
44	COc1ccc(Cc2nnc(NS(=O)(=O)c3ccc(Cl)cc3)s2)cc1OC	11	-6	18	0.4	9	-7	-4	1.5	-3
45	S=C(NCc1ccc(Cl)cc1)NCc1ccccn1	-2	0	-1	0.1	2	-3	2	0.2	1
46	CCCCN(C)C(=O)CCC(=O)NNc1nc2ccccc2c2nc(C)nn12	-1	-3	-6	-0.2	40	1	6	-2.0	3
47	Cc1nc([N+](=O)[O-])c(Sc2nc3ccc([N+](=O)[O-])cc3[nH]2)n1Cc1ccccc1	3	1	6	0.1	-5	-1	6	1.4	1
48	O=C(NC(=S)Nc1ccccc1N1CCCC1)c1ccc([N+](=O)[O-])cc1	1	1	3	0.1	-8	-4	-5	3.2	-1
49	Cc1ccc(-n2cc(C(=O)c3ccccc3O)cn2)cc1	1	-2	4	0.1	-11	-16	-20	2.4	-2
50	NNC(=O)c1cc2ccccc2cc1O	10	13	-9	-0.3	-10	-8	-2	2.2	-3

# Other structures
No.	SMILES	PP1 counter	TPT1 inhibitor	core dimer inh	Efflux pump mplx	GASC-1 inh	proCasp3 act	proCasp7 act	PP5 primary	Fh CTSL1 inh
51	COc1ccc(S(=O)(=O)N2CCCC2C(=O)Nc2ccc(C(C)=O)cc2)cc1 (stereo unspecified)	-6	2	1	0.0	7	0	-1	1.1	0
52	CCNCc1cc(Br)c(OCC(=O)Nc2ccccc2)c(OC)c1	0	-3	-2	-0.1	9	-1	2	9.9*	3
53	COc1ccc(NC(=O)CCCc2ccccc2)cc1OC	-2	-2	-2	0.1	-15	1	-4	2.7	0
54	CCOC(=O)CSc1nc2c(c(=O)n1-c1ccc(OC)cc1)SCC2	0	3	-2	0.1	-15	-2	-4	0.8	-3
55	CC1(C)CC(=O)C(C=NCCN2CCN(C3CC(=O)N(c4ccc(Br)cc4)C3=O)CC2)=C(O)C1 (stereo unspecified)	-2	-7	-5	-0.3	-8	-10	-12	0.9	-4
56	Cc1nc(-c2ccccc2)nc2[nH]c(-c3ccccc3)cc(=O)c12	-6	-6	9	-0.1	15	2	0	-6.9	13
57	CC1Cc2ccccc2N1S(=O)(=O)c1cccc(C(=O)NNC(=O)c2ccccc2F)c1 (stereo unspecified)	1	/	/	-0.2	10	0	2	1.3	/
58	O=C(CNS(=O)(=O)c1ccc(F)c(Cl)c1)N1CCCC1	-4	1	-9	-0.1	-10	9	11	2.0	-2
59	Cc1ccc(C)c(C(=O)C(C)Sc2nc3nn(-c4ccccc4)c(=O)c-3c3n2CCCCC3)c1 (stereo unspecified)	-1	-2	15	0.0	-19	5	5	-1.2	-1
60	S=C(c1ccc2c(c1)OCO2)N1CCOCC1	-1	1	2	0.1	0	-9	-8	-0.8	-3
61	COc1ccc(-c2nc3ccc([N+](=O)[O-])cc3[nH]2)cc1	0	4	-1	0.3	1	3	11	-0.3	1
62	CCOC(=O)N1CCN(S(=O)(=O)c2ccc(C(=O)Nc3nc4ccccc4s3)cc2)CC1	-4	0	7	0.0	4	3	-1	4.3	3
63	O=C(NCCOc1nc(N2CCCCC2)nc(N2CCOCC2)n1)Nc1ccccc1	0	0	5	0.1	4	8	4	1.8	1
64	COC(=O)c1cn(Cc2cccc(C)c2)nn1	-3	1	1	0.3	-1	-9	0	-1.0	1
65	N#CC(=C=[N-])C1=C(C#N)C(c2ccccc2F)C([n+]2ccccc2)C(O)(C2CC2)N1 (stereo unspecified)	1	0	52*	-0.1	13	2	-5	0.4	-2
66	CCOC(=O)c1ccc(NC(=S)NCCCN2CCCCC2)cc1	-2	0	-1	-0.1	2	3	-7	1.7	-3
67	CCN(CC)S(=O)(=O)c1ccc(C(=O)N2CCN(C(=O)c3ccco3)CC2)cc1	-1	/	/	-0.1	1	7	6	-1.2	/
68	O=C(Nc1ccccc1Cl)OC1CCCCC1	7	-1	1	0.0	21	-2	6	4.9	3
69	Cc1csc(N2CCc3ccccc32)n1	-4	2	-10	-0.1	-4	8	20	1.3	1
70	CS(=O)(=O)c1cccc(C(=O)NCc2ccccc2)c1	-4	4	-1	0.0	-5	-5	7	-0.8	-3
